Source: PubChem
D3 antag: D3 dopamine receptor (human) antagonism | max response, negative = inhibition, % | P35462 | actives 2.5% (n = 360,000) | D3R cells, DiscoveRx beta-arrestin luminescence, antagonist mode; stronger effect = lower value; in the data active = max response below about -50%; inconclusive = no clear call, values can overlap the other calls; also: % is scaled to controls: 0 for no effect and ±100 for the full control effect; mostly tested at two doses, the higher about 12 µM
Target sequence (P35462 whole entry, looked up): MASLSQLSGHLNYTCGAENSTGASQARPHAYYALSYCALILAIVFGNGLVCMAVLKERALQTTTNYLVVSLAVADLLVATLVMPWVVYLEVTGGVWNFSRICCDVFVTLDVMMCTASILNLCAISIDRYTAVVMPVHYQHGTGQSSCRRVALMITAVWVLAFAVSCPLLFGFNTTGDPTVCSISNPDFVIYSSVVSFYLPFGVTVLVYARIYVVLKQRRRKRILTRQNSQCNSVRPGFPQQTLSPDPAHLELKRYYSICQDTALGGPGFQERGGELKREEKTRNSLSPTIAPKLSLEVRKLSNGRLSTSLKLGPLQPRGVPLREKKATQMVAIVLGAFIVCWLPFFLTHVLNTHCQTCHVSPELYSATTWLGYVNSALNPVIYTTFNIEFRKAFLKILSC
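Cells plated overnight at 1500 cells/well, then exposed to library compounds with dopamine controls for 90 minutes at 37 degrees C. DiscoveRx reagent added for 30–60 minutes at room temperature; luminescence read, quantitative HTS format.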
HT1080NT lethal: kills 2HG-producing HT-1080-NT fibrosarcoma cells; HT-1080-NT fibrosarcoma viability, CellTiter-Glo ATP luminescence, 48 h; Potency, µM (series often up to 46.1 µM), without a hit: at the highest dose activity, negative = less viability, actives largely listed as cytotoxic; actives 1.6% (n = 360,000); AID 686970;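 also: NT is the 2HG producing partner of a matched IDH1 knockdown line; potency is read from the fitted curve at half-maximal effect; 0% = DMSO-treated cells and -100% = media-only wells without cells; nearly all actives have a fitted effect of over 55% in size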
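Viability of the 2HG-overproducing fibrosarcoma line after 48 hours of compound exposure at 37 degrees C was determined by luminescence with CellTiter-Glo, and concentration-effect curves were then fitted and categorized.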
DRD3 agonist: activates the human D3 dopamine receptor; P35462; D3R DiscoveRx beta-arrestin cells, luminescence, 90 min; max activation, %; actives 0.58% (n = 410,000); AID 652048; in the data active = max activation above about 30%; also: 0% is about no effect; mostly tested at two doses, the higher about 12 µM
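Agonist mode: compounds and dopamine controls were applied to plated cells for 90 min at 37 degrees C after an overnight attachment at 1500 cells/well. Luminescent read-out followed 30 - 60 minutes at room temperature with DiscoveRx detection reagent.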
IL1B secr inh: blocks inflammasome-driven IL-1 beta release; actives 4.7% (n = 360,000); activity change, % at 57.5 µM; AID 743279; THP-1 LPS/ATP IL-1B secretion, AlphaLISA, 16 h; stronger effect = lower value; in the data active = activity change below about -50%; inconclusive = mostly about -30% to -49%; also: % is scaled to controls: 0 for no effect and ±100 for the full control effect
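Secreted IL-1B measured by AlphaLISA bead assay after 16 h compound exposure of THP-1 cells; compounds (final up to 57.5 uM) added 1 h before LPS (250 ng/mL) and ATP (1.25 mM) stimulation; lower signal means less secretion.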
HT1080 IDH1KD tx: toxicity to HT-1080 IDH1 knockdown cells (counter line) | HT-1080 IDH1 knockdown viability, ATP luminescence, 48 h | Potency, µM (titrated, usually from 46.1 µM), for inactives: at the top dose activity, negative = toxicity, actives largely listed as cytotoxic | actives 2% (n = 360,000);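 also: potency is read from the fitted curve at half-maximal effect; 0% = DMSO wells and -100% = cell-free medium wells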
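Knockdown cells (IDH1KD HT-1080) received compounds 2 h after plating at 750 cells/well and were kept 48 h at 37 °C in 5% FBS RPMI. A CellTiter-Glo luminescence read gave % activity for curve fitting.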
KB-V1 cytotox: KB-V1 MDR subline cytotoxicity | Potency, µM (series often up to 46.1 µM), for inactives: at the highest dose activity change, negative = cytotoxicity, usual class: cytotoxic | actives 3.4% (n = 400,000) | KB-V1 MDR cells viability, CellTiter-Glo, 72 h; also: potency is read from the fitted curve at half-maximal effect; % is scaled to controls: 0 for no effect and ±100 for the full control effect; nearly all actives have a fitted effect of over 60% in size
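Luminescent ATP read-out (CellTiter-Glo, 10 min) measures survival of drug-selected KB-V1 MDR cells after 72 h, 37 degrees C compound exposure. Medium: phenol-red-free DMEM, 10% FBS. Values from fitted concentration-response curves.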
SW480 rereplic: inducers of DNA re-replication in SW480 colon cancer cells | Potency, µM (highest dose often 46.1 µM), for inactives: at the highest dose re-replication activation, actives largely listed as activators | actives 1.8% (n = 340,000) | SW480 DNA re-replication, Hoechst DNA content imaging, 48 h; also: potency is read from the fitted curve at half-maximal effect; % of control where 0% means no effect; nearly all actives have a fitted effect of over 55% in size
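Per well, 250 cells were exposed to pinned compound for 48 hr. Nuclear DNA was visualised with Hoechst (40 min, 37 C) and total object intensity recorded by fluorescence scanning.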
GLP-1R agonist: GLP-1 receptor (human) agonism. P43220. HEK293 GLP-1R CRE-luciferase, luminescence, 4-6 h; cells express a hypersensitive GLP-1R form. Potency, µM (titrated, usually from 45.6 µM), for the others: at the top dose activation, actives largely listed as activators. actives 0.007% (n = 380,000). AID 624172; also: potency is read from the fitted curve at half-maximal effect; % of control where 0% means no effect
Target sequence (P43220 whole entry, looked up): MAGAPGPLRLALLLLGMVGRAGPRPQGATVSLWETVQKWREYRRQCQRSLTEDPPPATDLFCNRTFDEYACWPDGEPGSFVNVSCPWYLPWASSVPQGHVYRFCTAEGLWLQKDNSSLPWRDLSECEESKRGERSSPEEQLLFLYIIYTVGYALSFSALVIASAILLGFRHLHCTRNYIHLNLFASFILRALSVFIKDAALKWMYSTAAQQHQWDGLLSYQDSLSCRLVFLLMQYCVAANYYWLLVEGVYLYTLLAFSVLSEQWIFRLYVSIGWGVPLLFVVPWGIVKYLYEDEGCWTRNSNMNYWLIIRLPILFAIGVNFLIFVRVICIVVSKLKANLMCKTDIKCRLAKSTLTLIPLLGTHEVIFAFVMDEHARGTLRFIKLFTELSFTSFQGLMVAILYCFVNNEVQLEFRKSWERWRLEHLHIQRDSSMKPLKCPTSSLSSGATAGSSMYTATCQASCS
KB-3-1 cytotox: KB-3-1 parental cell cytotoxicity. KB-3-1 viability, CellTiter-Glo ATP luminescence, 72 h. Potency, µM (top dose mostly 46.1 µM), without a hit: at the top dose activity change, negative = cytotoxic, most hits filed as cytotoxic. actives 1.4% (n = 400,000). AID 1347075; also: potency is read from the fitted curve at half-maximal effect; % is scaled to controls: 0 for no effect and ±100 for the full control effect; nearly all actives have a fitted effect of over 60% in size
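KB-3-1 cells, DMEM (no phenol red) + 10% FBS; compound by pin transfer, 72 h, 37 °C. Readout: CellTiter-Glo luminescence after 10 min. Data normalized, curve-fitted.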
An asterisk follows results filed as active; ? = inconclusive; nt = no result given; & = joins results of further samples; [ ] = another dose, or the depositor's remark. Unless noted, calls follow the shape of the dose curve; as a rule, active = well fitted curve in the direction sought with a large enough effect; inconclusive = small, poorly fitted or top-dose-only effect, or another doubt; inactive = no such curve, though single readings can be large; an effect the other way counts as inactive or inconclusive.

structure,D3 antag,HT1080NT lethal,DRD3 agonist,IL1B secr inh,HT1080 IDH1KD tx,KB-V1 cytotox,SW480 rereplic,GLP-1R agonist,KB-3-1 cytotox
COc1ccc(C2=NN(C(N)=S)C(c3ccco3)C2)cc1 (centres undefined),5,9%,0,0,-7%,4%,-4%,35%,?
Clc1ccc2c(c1)c1ccccc1n2CN1CCOCC1,41,-20%,-4,-19,-9%,6%,-2%[9.22 µM],3%,-18%
CN[C@H]1C[C@H]2c3cc(-c4ccccc4)ccc3CCN2C(=O)[C@H]1[C@H](C)O,19,?,3,0,-4%,-3%,nt,16%,-15%
CC(Cc1ccccc1)=NNc1ccc([N+](=O)[O-])cc1[N+](=O)[O-],0,?,-3,-8,-18%,-3%,0%,6%,?
Cc1cc(C)c(NC(=O)c2c(C)nn(-c3ccc(F)cc3)c2-n2cccc2)c(C)c1,nt,nt,8,nt,nt,-40%,nt,11%,?
CCCCSc1nnc(-c2cc(Br)ccc2N)c(=O)[nH]1,-8,3%[9.24 µM],-16,16,-7%,-9%,-6%,5%,0%
Cn1cc(-c2ccc(C(=O)Nc3cccc(Oc4ccccc4)c3)c3occc23)cn1,0,1%,14,10,-26%,3%,nt,6%,0%
O=C(O)CCCN1C(=O)C(=O)/C(=C(/O)c2ccc(Cl)cc2)C1c1ccccc1 (centres undefined),-7,-7%,1,0,1%,6%,?,-4%,-1%
Fc1cc(Br)ccc1NC(=S)Nc1ccccc1,-14,18%,-4,0,16%,15µM*,-6%,-3%,?
CCOc1cc2c(cc1OCC)C(C(=O)O)C(c1cc(Br)c(O)c(OC)c1)N(C)C2=O (centres undefined),-6,9%,-4,-8,15%,24%,-10%,-4%,-2%
COc1ccc(-c2nc(CS(=O)(=O)CC(=O)NCCCN3CCN(C)CC3)c(C)o2)cc1,-6,-1%,-19,-17,1%,?,-10%,-1%,-3%
CCn1c(SCC(=O)N2CCC(C)CC2)nc2c1c(=O)n(C)c(=O)n2C,-1,-8%,-28,31,-6%,?,-6%,17%,-11%
Cc1cc(-c2nc3c4c5c(sc4[nH]c(=O)n3n2)CCC5)c(C)o1,2,3%,1,32,0%,6%,-3%,-4%,18%
O=C(NCC(=O)N1CCN(c2ccccc2O)CC1)C1CCCCC1,16,2%,3,5,6%,?,-3%,-10%,0%
COCCNc1c(-c2ccc(OC)cc2)nc2ccc(Cl)cn12,-3,-2%,-5,?,1%,?,0%,13%,7%
NC(=O)CCNC(=O)c1ccc(Cl)cc1,11,0%,4,0,0%,12%,-5%,10%,-1%
O=C(COC(=O)c1ccc(F)c(S(=O)(=O)N2CCOCC2)c1)c1ccc(Br)cc1,10,2%,4,9,-7%,-3%,-4%,-8%,-2%
Cc1cccc(C(OC(=O)c2ccco2)C(=O)NCc2ccccc2)n1 (centres undefined),17,16%,2,28,8%,-13%,-2%,-1%,-2%
Clc1ccc(Cc2ccccn2)cc1,-8,11%,-1,-5,7%,0%,-2%,-9%,-15%
CC(C)(C)c1ccc(SCCc2ccncc2)cc1,0,?,2,-17,?,-7%,-1%,14%,?
O=C(CN1C(=O)C2C3C=CC(C3)C2C1=O)NCC1COc2ccccc2O1 (centres undefined),7,-2%,-2,18,-16%,-2%,-10%,5%,14%
COc1cc(/C=N/NC(=O)C(N)=O)cc(OC)c1O,3,10%,3,6,13%,9%,-2%,1%,8%
O=C(NCCC1=CCCCC1)C1CCCN(S(=O)(=O)c2ccccc2)C1 (centres undefined),15,-8%,1,-14,10%,9.2µM*,21%,8%,-28%
CC1(C)CC(=O)c2c(oc3ccc(NS(=O)(=O)c4cccc5cccnc45)cc23)C1,12,-15%,17,-26,-24%,0%,-11%,20%,?
CCOc1ccc(N=C(C)C2=C(O)c3ccccc3C2=O)cc1,0,0%,-9,?,15%,1%,-1%,13%,-2%
COC(=O)c1c(C)cc(O)c(C=O)c1O,-53*,-17%,-15,-12,?,-25%,-4%,-1%,0%
O=C(CC1SC(N2CCCCC2)=NC1=O)Nc1ccc(C(=O)NCCc2ccc(F)cc2)cc1 (centres undefined),-13,1%,6,-22,-11%,1%,4%,10%,10%
CCn1c(-c2ccoc2C)n[nH]c1=S,15,?,8,17,-28%,-2%,?,-13%,5%
CC(=O)N1CCN(CC(=O)Nc2ccc(C)c(F)c2)CC1,6,8%,0,11,12%,-3%,-11%,-3%,0%
CCOC(=O)c1c(N2C(=O)Nc3ccccc3N2O)n[nH]c1-c1cccc(OC)c1,0,-2%,-4,15,8%,0%,-6%,-1%,5%
Cc1ccc(NC(=S)N(Cc2ccccc2)C(C)C)cc1,8,16%,4,nt,6%,-23%,?,3%,12%
CCOC(=O)C1=C(COC(=O)c2cccc(Cl)c2)NC(=O)NC1C (centres undefined),-9,-4%,-4,-14,-1%,0%,-4%,8%,3%
O=C(NCc1cccnc1)c1ccccc1NS(=O)(=O)c1ccc(F)cc1,-8,-1%,2,0,0%,15%,-5%,-6%,-20%
Cn1c2ccccc2c2c(C(=O)N3CCN(c4ccc(F)cc4)CC3)cn(C3CCCC3)c(=O)c21,-5,-21%,-6,?,-28%,?,7%,6%,?
CC(=O)c1cccc(Nc2nc(N3CCOCC3)nc(N3CCOCC3)n2)c1,21,-8%,3,-20,8%,4%,1%,-6%,-4%
COc1cc2[nH]c(=O)n(C3CCCCC3)c(=O)c2cc1OC,-8,25%,-1,-11,13%,25%,2%[9.22 µM],-3%,16%
Cc1nn(-c2ccccc2)c(C)c1NC(=O)COC(=O)CCc1ccccc1,1,27%,-5,19,10%,?,?,-2%,0%
COc1ccccc1OCCNC(=O)c1ccc(C)o1,4,1%,-9,-1,0%,9%,-35%[inhibitor],-1%,0%
C[C@@H](O)CNC(=O)c1[nH]cnc1C(=O)Nc1ccc(CNC(=O)OC(C)(C)C)cc1,24,-7%,8,0,-7%,4%,nt,10%,-22%
O=C(O)c1ccc(-c2nc(-c3ccc(Cl)cc3Cl)cs2)cc1,4,-4%,-8,5,-4%,0%,20%,0%,-16%
CCN(C(=O)CSc1nc2ccccc2o1)C1CCS(=O)(=O)C1 (centres undefined),11,16%,4,0,18%,1%,-4%,-8%,5%
COc1cc(CN2CCCC(CO)(Cc3ccccc3F)C2)ccc1O (centres undefined),?,-1%,-20,-18,5%,2%,-6%,0%,3%
COc1ccccc1CNC(=O)CN1C(=O)CSc2ccc(S(=O)(=O)N3CCCCC3)cc21,nt,nt,-9,nt,nt,-6%,nt,10%,-4%
Cc1oc(C(=O)O)cc1CSc1nnc(-c2ccccc2)n1C,11,16%,-1,39,16%,3%,2%,-20%,-7%
CC(C)c1ccccc1NCC(=O)N1CCN(Cc2ccccc2)CC1,-17,1%,-15,-11,-1%,28%,-5%,20%,-5%
CCc1nc2c(nnn2Cc2ccc(F)cc2)c(=O)[nH]1,8,0%,3,43,0%,-2%,16%,4%,-1%
Cc1ccc(C(=O)N(C)CCOc2ccccc2)cc1S(=O)(=O)N1CCOCC1,-26,9%,-12,0,16%,-13%,-2%,1%,1%
O=C(NCc1ccccc1)C1CCCN(c2ncnc3c2nc2n3CCCCC2)C1 (centres undefined),-1,-18%,-14,-15,-2%,-5%,2%,7%,0%
CCN(C[C@H]1N[C@@](Cc2ccccc2)(C(=O)OC)[C@H]2C(=O)N(Cc3ccccc3)C(=O)[C@@H]12)C(=O)COc1ccccc1,0,4%,-21,-21,4%,0%,?,-2%,0%
CCn1c(NC(=O)c2ccco2)c(-c2ccccc2Cl)c(=O)c2ccccc21,18,3%,2,0,10%,5%,1%,-6%,10%
Cc1ccccc1NC(=O)NCCCN1CCCC1,-13,-3%,-16,35,5%,-4%,-1%,-15%,-3%
COCCNC(=S)N1CCN(c2ccc(Cl)cc2)CC1,0,-2%,-10,-9,0%,-17%,1%,-9%,-14%
CN(C)CCNc1oc(COc2cccc(Cl)c2)nc1C#N,?,0%,0,12,0%,9%,1%,-5%,7%
CC(=O)c1cc(-c2ccccc2)n(CC(=O)Nc2cccc(C)c2)c1C,-11,-25%,-3,-4,-14%,0%,0%,-11%,-5%
O=C(/C=C/c1cccs1)NC1CC1,7,11%,3,16,16%,-29%,-6%,4%,2%
Cc1nn(Cc2noc(C(=O)NCc3ccc(F)cc3)n2)c(C)c1Br,-8,2%,-1&7,-22,-12%,?,-2%,-2%,-2%&0%

Next compounds follow:
structure,D3 antag,HT1080NT lethal,DRD3 agonist,IL1B secr inh,HT1080 IDH1KD tx,KB-V1 cytotox,SW480 rereplic,GLP-1R agonist,KB-3-1 cytotox
COC(=O)C1=C(C)NC2=C(C(=O)CCC2)C1c1cccc(C)n1 (centres undefined),-4,0%,14,-5,-1%,-15%,-1%,-12%,1%
O=C(CSc1n[nH]c(=O)[nH]c1=O)Nc1ccc2c(c1)C(=O)c1ccccc1C2=O,-2,-2%,5,35,4%,0%,0%,0%,9%
COc1ccc(CNC(=O)c2ccc(-n3cncn3)c3ccoc23)cc1OC,0,-21%,10,8,4%,1%,nt,-4%,0%
CCOc1ccc(CCNC(=O)COC(=O)c2c(OC)cccc2OC)cc1OCC,-7,5%,-3,16,3%,-21%,-3%,9%,1%
O=c1c2c3c(sc2n(CCN2CCOCC2)c(=O)n1Cc1ccco1)CCCCC3,4,-1%,0,?,-2%,?,?,13%,-6%
